Screens: PubChem, Sanford-Burnham Center for Chemical Genomics
Mdm2-MdmX inh = disrupts the human Mdm2-MdmX interaction. O15151+Q00987. SaOS-2 split-luciferase Mdm2/MdmX complementation, luminescence. inhibition, % at 8 µM. 3% of 330,000 active;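 active = inhibition of at least 50% at 8 µM in the primary screen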
APJ antagonist = APJ receptor antagonism; CHO-K1 APJ beta-arrestin complementation, luminescence; inhibition, % at 20 µM; 0.32% of 330,000 active; AID 2521;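 active = inhibition above about 40% at 20 µM, limit read from the data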;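 also: cells challenged with 10 nM apelin-13 agonist together with compound; plate controls were apelin-13 plus DMSO wells for no effect and DMSO wells lacking apelin-13 for full effect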
Target sequence (P35414 whole entry, looked up): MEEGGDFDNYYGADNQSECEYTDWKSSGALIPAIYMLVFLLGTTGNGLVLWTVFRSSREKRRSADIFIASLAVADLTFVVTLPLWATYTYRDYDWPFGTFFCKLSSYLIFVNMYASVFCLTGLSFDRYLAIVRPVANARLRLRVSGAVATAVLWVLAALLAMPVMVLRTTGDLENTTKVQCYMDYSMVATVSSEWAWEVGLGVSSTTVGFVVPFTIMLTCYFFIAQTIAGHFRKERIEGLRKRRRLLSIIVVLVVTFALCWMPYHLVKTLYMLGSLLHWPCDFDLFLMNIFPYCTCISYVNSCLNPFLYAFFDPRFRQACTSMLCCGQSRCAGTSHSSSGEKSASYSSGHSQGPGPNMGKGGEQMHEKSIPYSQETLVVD
CHOP UPR activ = activators of apoptotic arm of unfolded protein response (CHOP); CHO-CHOP luciferase reporter, UPR activation, luminescence; percent of tunicamycin response over DMSO baseline; 0.34% of 330,000 active; activation, % at 10 µM;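 active = at 10 µM dose, activation of 40% or more, normalized to positive control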;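 also: 100% = tunicamycin at 10 µg/mL and 0% = DMSO alone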
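System: CHO-CHOP luciferase reporter cell line; amount: 500 cells/well; buffer or medium: F12 medium containing 10% fetal bovine serum; incubation: 6 h compound exposure at 37 °C after overnight seeding; measured by: luciferase luminescence after 10 min with Steady-Glo reagent; evaluation: % reporter activation, DMSO baseline versus tunicamycin full activation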
UPR XBP1 act = adaptive UPR (XBP1) activation; AID 463104; activation, % at 20 µM; 0.33% of 330,000 active; CHO-XBP1 luciferase reporter, IRE1-XBP1 UPR activation, luminescence; percent of tunicamycin response, DMSO as zero;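 active = versus positive control, 20 µM dose yields 30% or more activation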;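 also: 100% = tunicamycin at 10 µg/mL and 0% = DMSO only wells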
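Assay system: CHO-XBP1 luciferase reporter cells; Schedule: 6 h treatment, 37 °C; Detection: glow luminescence from Steady-Glo reagent; Benchmarks: high control tunicamycin 10 µg/mL final, low control DMSO vehicle only.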
APJ agonist = activates the human apelin receptor APJ. CHO-K1 APJ PathHunter beta-arrestin, luminescence; 0% DMSO wells, 100% apelin. activation, % at 20 µM. 0.11% of 330,000 active;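 active = activation more than six SD over the plate average, tested at 20 µM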;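 also: 0% = DMSO alone and 100% = apelin-13 at 10 nM; some results filed as inactive read as strong as hits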
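Test system: CHO-K1 APJ beta-arrestin complementation cell line | Compound: Single test compound dose, 20 µM final, 1% DMSO | Incubation: Compound 90 min 25 °C, reagent 1 h | Measured by: beta-gal luminescence | Read-out basis: APJ–arrestin association signal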
tim23-1 inh = inhibits growth of tim23-1 mutant yeast; inhibition, % at 20 µM; S. cerevisiae tim23-1 growth, BacTiter-Glo luminescence, 24 h; 1.3% of 330,000 active;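 active = growth inhibition of the mutant yeast at or above 50%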;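 also: temperature-sensitive mutant grown at 25 °C; plate controls were DMSO-treated mutant yeast for no effect and medium wells lacking yeast for full effect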
Jurkat NFkB inh = lowers PMA/ionomycin-induced NF-kB signal in Jurkat cells | PMA/ionomycin-induced NF-kB luciferase reporter, luminescence | 0.53% of 330,000 active | inhibition, % at 4 µM | AID 435003; in the data active = inhibition above about 50%
697 NFkB inh = inhibitors of the PMA/ionomycin-induced NF-kB reporter in 697 B cells. 0.33% of 330,000 active. inhibition, % at 4 µM. 697 B-cell NF-kB luciferase reporter, 16 h; in the data active = inhibition above about 35%
Numbers without * were called inactive; . = no result given.

Sample of the layout, 12 compounds:
Each structure is followed by: Mdm2-MdmX inh	APJ antagonist	CHOP UPR activ	UPR XBP1 act	APJ agonist	tim23-1 inh	Jurkat NFkB inh	697 NFkB inh
- CC(=O)Cc1nsc(NC(=O)c2ccc(-c3cccc(Cl)c3)o2)n1
    24	-18	0.9	1	0	33	-11	13
- O=c1[nH]c(CSc2nnnn2-c2ccc(Cl)cc2)nc2ccccc12
    22	0	-0.1	3	2	12	-8	7
- Cc1ccc(Oc2ccc(OCC(=O)Nc3ccncc3)cc2)cc1
    28	0	-0.8	-6	6	23	65*	23
- COC(=O)c1ccccc1NC(=O)CN(Cc1ccc(Cl)cc1)S(C)(=O)=O
    30	18	1.5	1	-6	17	1	5
- COc1cc(CCCN2CCNC[C@H]2Cc2cccc3ccccc23)cc(OC)c1OC
    16	12	-0.6	-2	-3	5	5	4
- Cc1ccc(SCC(=O)NC(=O)NCc2ccco2)c(C)c1
    -19	-7	1.6	1	-3	20	16	24
- Brc1c(OCCOCCn2cncn2)ccc2ccccc12
    -18	-15	2.1	0	0	1	-21	-11
- O=C(N/N=C/c1cccs1)c1c[nH]c2ccccc12
    -24	3	4.4	3	1	17	-30	-160
- CC1CCC(NS(=O)(=O)c2ccc(Cl)s2)CC1 (centres undefined)
    2	12	0.7	1	2	48	2	6
- CCCC(C(=O)NC(C)(C)C)N(C(=O)c1snc(C(N)=O)c1N)c1ccc2c(c1)OCCO2 (centres undefined)
    28	9	-2.8	-6	-3	15	16	11
- O=C1/C(=C/c2cccs2)NC(=S)N1C1CC1
    -5	0	1.0	1	-2	16	-1	10
- COc1cccc(C(N)=O)c1
    3	10	-1.3	0	7	14	16	1

The list itself, from the first entry:
Each structure is followed by: Mdm2-MdmX inh	APJ antagonist	CHOP UPR activ	UPR XBP1 act	APJ agonist	tim23-1 inh	Jurkat NFkB inh	697 NFkB inh
- CC(=O)Cc1nsc(NC(=O)c2ccc(-c3cccc(Cl)c3)o2)n1
    24	-18	0.9	1	0	33	-11	13
- O=c1[nH]c(CSc2nnnn2-c2ccc(Cl)cc2)nc2ccccc12
    22	0	-0.1	3	2	12	-8	7
- Cc1ccc(Oc2ccc(OCC(=O)Nc3ccncc3)cc2)cc1
    28	0	-0.8	-6	6	23	65*	23
- COC(=O)c1ccccc1NC(=O)CN(Cc1ccc(Cl)cc1)S(C)(=O)=O
    30	18	1.5	1	-6	17	1	5
- COc1cc(CCCN2CCNC[C@H]2Cc2cccc3ccccc23)cc(OC)c1OC
    16	12	-0.6	-2	-3	5	5	4
- Cc1ccc(SCC(=O)NC(=O)NCc2ccco2)c(C)c1
    -19	-7	1.6	1	-3	20	16	24
- Brc1c(OCCOCCn2cncn2)ccc2ccccc12
    -18	-15	2.1	0	0	1	-21	-11
- O=C(N/N=C/c1cccs1)c1c[nH]c2ccccc12
    -24	3	4.4	3	1	17	-30	-160
- CC1CCC(NS(=O)(=O)c2ccc(Cl)s2)CC1 (centres undefined)
    2	12	0.7	1	2	48	2	6
- CCCC(C(=O)NC(C)(C)C)N(C(=O)c1snc(C(N)=O)c1N)c1ccc2c(c1)OCCO2 (centres undefined)
    28	9	-2.8	-6	-3	15	16	11
- O=C1/C(=C/c2cccs2)NC(=S)N1C1CC1
    -5	0	1.0	1	-2	16	-1	10
- COc1cccc(C(N)=O)c1
    3	10	-1.3	0	7	14	16	1
- COc1ccccc1-c1cc(C(F)(F)F)nc(S(=O)(=O)CCCC(=O)NCc2ccc(F)cc2)n1
    99*	8	124*	-1	0	9	-13	-23
- Cc1cc(C)c(NC(=S)N(C)C)c(C)c1
    -6	26	-0.7	1	4	8	9	-16
- COc1ccc(NC(=O)CCCC(=O)c2ccccc2)c(OC)c1
    -25	2	2.9	-1	-1	4	4	7
- C=C(C)CNC(=S)NNC(=O)c1ccncc1
    15	-12	2.1	0	-2	-9	-1	0
- Cc1ccc(N=Nc2c(N)nn3c(N)c(C#N)c(C)nc23)cc1
    61*	3	11	23	-3	31	25	20
- CC(=O)NS(=O)(=O)c1ccc(NC(=S)NC(=O)CC(C)C)cc1
    6	-49	-1.4	-3	-1	-2	-9	-1
- CC(C)(CO)NCc1ccc(Br)cc1
    4	5	-0.2	-4	2	16	0	-9
- Cc1ccc(C(=O)N2CC(=O)Nc3ccc(F)cc3C2c2ccc(F)cc2)cc1[N+](=O)[O-] (centres undefined)
    14	9	-1.2	-2	-3	13	3	3
- Cc1ccc(OCC(=O)NNC(=O)Nc2ccc(Cl)cc2)c(Br)c1
    16	-8	1.0	1	1	-19	-2	9
- COC(=O)c1nn(-c2cccc(Cl)c2)ccc1=O
    25	11	0.1	-2	0	19	-4	-5
- CN(C)CCCNC(=S)Nc1ccc(Oc2ccccc2)cc1
    18	8	-0.1	0	-2	5	-14	1
- Brc1ccc(CN2CCSCC2)cc1
    13	8	0.5	3	-1	4	4	1
- Cn1cnnc1-c1cccc(NS(=O)(=O)c2ccc(N3CCCC3=O)cc2)c1
    -43	8	-1.4	0	-1	1	-7	0
- Cc1noc(C)c1S(=O)(=O)N1CCC(C(=O)N(C)Cc2ccccc2)CC1
    36	0	-1.4	-1	-1	9	7	11
- O=C(CSc1nc2[nH]ncc2c(=O)[nH]1)NCc1ccccc1Cl
    -22	9	1.0	1	2	2	7	-5
- COc1cc(S(=O)(=O)N2CCCN(C)CC2)ccc1NC(C)=O
    -7	3	0.1	2	0	8	-1	-2
- CCOC(=O)CCCSc1nc(-c2ccc3c(c2)OCO3)cc(C(F)(F)F)c1C#N
    20	-11	0.9	2	0	1	4	16
- Cc1c(CC(=O)O)c(=O)oc2cc3occ(-c4ccccc4)c3cc12
    12	-5	0.9	-7	-3	10	-2	4
- COc1ccc(OC)c(-c2cc(C(=O)NCc3cccs3)no2)c1
    36	-15	-1.2	3	-4	25	17	20
- CNC(=S)NNc1nc(N2CCOCC2)nc(N2CCOCC2)n1
    6	-23	0.1	2	0	15	9	-6
- Cc1cc(C(=O)NCc2ccc(S(N)(=O)=O)cc2)ccc1[N+](=O)[O-]
    5	7	0.4	-2	-2	-9	4	16
- Cc1ccc(NC(=O)COC(=O)CCOc2ccccc2C)cc1
    11	2	-0.5	0	-2	17	-10	2
- CC(=O)c1ccc(S(=O)(=O)N2CCN(c3nc(-c4cccnc4)nc4ccccc34)CC2)cc1
    2	-7	3.0	0	-2	19	-1	24
- O=C(CSc1nnc2c(n1)[nH]c1ccc(F)cc12)NC1CC1
    17	-13	2.5	-5	-2	-17	-1	8
- CC(NC(=O)Cn1cnnn1)C12CC3CC(CC(C3)C1)C2 (centres undefined)
    6	11	0.4	2	-1	14	4	23
- Cc1cc(C(=O)N/N=C/c2cc([N+](=O)[O-])ccc2O)c2ccccc2n1
    23	-15	-0.6	-1	-2	39	3	5
- Cc1ccccc1C(=O)NC(C)C1CC2CCC1C2 (centres undefined)
    -30	-2	4.0	-2	1	8	-4	3
- COc1ccccc1/C=C/C(=O)c1cc(Br)ccc1OC(=O)c1ccco1
    55*	5	26	30	-4	49	-8	-12
- COc1ccc([N+](=O)[O-])cc1NC(=O)Cc1c(Cl)cccc1Cl
    4	14	2.6	-1	1	-4	-19	-11
- Cc1occc1C(=O)N/N=C/c1ccc(OCc2ccccc2)cc1
    -24	3	2.4	2	-2	17	-61	-44
- CCN(CC(=O)NC(C)C)C(=O)[C@@H](NC(=O)c1ccco1)C(C)C
    -23	13	-0.9	-3	-4	12	11	5
- CCN(CC(=O)NCc1ccc(Cl)cc1)C(=O)c1cccc(S(=O)(=O)Nc2ccc(OC)cc2)c1
    15	19	-0.8	-3	0	-1	9	-1
- N#CC1=C2N=C(N)c3ccccc3N2C2=C(C(=O)CCC2)C1c1cccc(Cl)c1 (centres undefined)
    -1	-64	-0.3	5	-4	-1	-1	-5
- CCOc1ccc(-n2c(SCC(=O)Nc3cc(C)on3)nc3c([nH]c4ccccc43)c2=O)cc1
    8	-64	0.5	1	-1	-4	11	-2
- O=C(NC1CCSc2ccccc21)c1cccc([N+](=O)[O-])c1 (centres undefined)
    46	12	0.0	-2	-5	9	4	-11
- CC1(C)NC(=O)N(CC(O)COc2ccc(-c3ccc(C#N)cc3)cc2)C1=O (centres undefined)
    22	11	0.9	-1	2	5	1	-21
- CCC(=O)N1N=C(c2ccc(NS(=O)(=O)c3ccccc3)cc2)CC1c1ccco1 (centres undefined)
    23	-4	5.6	-5	-5	5	7	-14
- Cc1[nH]n(-c2ccccc2)c(=O)c1C=NCc1ccco1
    -30	-2	0.5	-1	0	28	-39	-74

Continuation.
Assay codes: A = Mdm2-MdmX inh; B = APJ antagonist; C = CHOP UPR activ; D = UPR XBP1 act; E = APJ agonist; F = tim23-1 inh; G = Jurkat NFkB inh; H = 697 NFkB inh
compound: CC(Sc1nnc(C2CC2)n1C1CC1)C(=O)c1ccc(F)cc1 (centres undefined)
  A: 4 | B: -1 | C: -2.3 | D: 0 | E: -2 | F: 11 | G: -14 | H: 16

compound: CC1(C(=O)NCCOc2ccccc2Cl)CC1(Cl)Cl (centres undefined)
  A: 21 | B: 12 | C: -0.2 | D: -3 | E: -2 | F: 21 | G: 8 | H: 6

compound: Cc1ccc2cc(CN(CCN3CCCC3)C(=O)Nc3ccccc3)c(=O)[nH]c2c1C
  A: 14 | B: 20 | C: 0.3 | D: -1 | E: 0 | F: -18 | G: -27 | H: 7

compound: CCN1CCN(C(=O)c2cnn3c(C(F)F)cc(-c4ccc(C)cc4)nc23)CC1
  A: 26 | B: 2 | C: 0.8 | D: 1 | E: -5 | F: -10 | G: 6 | H: 17

compound: COc1cc2sc(-c3ccccc3OC)c(-c3ccc(OCCN4CCOCC4)cc3)c2cc1OC
  A: 61* | B: . | C: 1.6 | D: 1 | E: . | F: 49 | G: . | H: 4

compound: O=C(O)CC(CC(=O)Nc1ccc(N2CCOCC2)cc1)c1ccccc1 (centres undefined)
  A: 3 | B: 4 | C: -1.8 | D: 1 | E: 0 | F: -17 | G: 1 | H: -2

compound: O=C(Nc1ccccc1C(=O)NCc1ccc(Cl)cc1)c1ccco1
  A: 26 | B: -4 | C: -1.6 | D: 1 | E: -1 | F: 40 | G: 0 | H: -5

compound: COc1ccc(Cl)cc1NC(=O)CC(=O)Nc1cc(Cl)ccc1OC
  A: 66* | B: -4 | C: 0.2 | D: 2 | E: -1 | F: -2 | G: 0 | H: -9

compound: O=Nc1c(O)[nH]c2c(F)cccc12
  A: 10 | B: -6 | C: 1.4 | D: -1 | E: 5 | F: 12 | G: 27 | H: -4

compound: CCOC(=O)C(NC(=O)c1ccccc1OCC)(Nc1ncccn1)C(F)(F)F (centres undefined)
  A: -26 | B: 10 | C: -1.5 | D: -2 | E: -5 | F: 33 | G: -20 | H: -5

compound: O=C(CNC(=O)c1ccc(OC(F)F)cc1)NCc1ccccn1
  A: 9 | B: -4 | C: 1.4 | D: 0 | E: 2 | F: -6 | G: 7 | H: 3

compound: Nc1ccc(S(=O)(=O)NC2(C(F)(F)F)NC(=O)N(c3ccccc3Cl)C2=O)cc1 (centres undefined)
  A: -35 | B: -19 | C: 0.5 | D: -2 | E: 1 | F: 14 | G: 2 | H: 3

compound: Cc1cc(C(=O)N/N=C/c2sc(N3CCOCC3)nc2-c2ccccc2)c(C)o1
  A: 7 | B: -1 | C: 2.7 | D: -2 | E: -2 | F: 23 | G: 19 | H: 40*
